SR-BI DiI-HDL act: SR-BI HDL lipid transfer activation; CHO ldlA[mSR-BI] cells, DiI-HDL uptake fluorescence, 3 h; 100 = double the neutral-control signal; hit rate 0.096% among 320,000; activation, % at 12.5 µM;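 active = mean replicate activation of at least 60% and every replicate at or above 60%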;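 note: 0% = median plate neutral-control signal and 100% = twice that signal; values of inactives mirror those of a sister screen read the other way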
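Assay system: CHO ldlA[mSR-BI] cells, LDL receptor-null, SR-BI overexpressing; medium: Ham's F12 with 0.5% BSA, HEPES 25 mM, pH 7.4; also added: DiI-HDL 10 µg/mL; timing: 3 h uptake period with compound, 37 °C; signal: DiI fluorescence, bottom read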
Rtt109 HAT inh: blocks Candida albicans Rtt109/Vps75 acetyltransferase activity; purified Rtt109/Vps75, ThioGlo CoA-SH fluorescence, 4 h; inhibition, % at 34.9 µM; hit rate 0.16% among 330,000;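 active = inhibition of at least 50% in every replicate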
Target sequence (Q5AAJ8 whole entry, looked up): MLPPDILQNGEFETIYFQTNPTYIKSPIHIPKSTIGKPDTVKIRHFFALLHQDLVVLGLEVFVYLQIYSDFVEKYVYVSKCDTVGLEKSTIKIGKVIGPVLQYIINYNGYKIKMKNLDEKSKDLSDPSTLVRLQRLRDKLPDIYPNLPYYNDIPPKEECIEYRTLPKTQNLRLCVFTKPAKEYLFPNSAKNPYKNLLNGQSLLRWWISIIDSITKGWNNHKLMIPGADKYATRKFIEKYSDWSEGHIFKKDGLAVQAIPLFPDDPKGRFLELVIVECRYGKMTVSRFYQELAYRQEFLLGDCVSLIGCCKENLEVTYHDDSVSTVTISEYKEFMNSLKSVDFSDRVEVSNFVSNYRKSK
DAGLB inhibitor: blocks human DAGLB lipase activity; HEK293T DAGLB membrane lysate, EnzChek fluorogenic substrate; hit rate 0.059% among 340,000; inhibition, % at 5.17 µM; in the data active = inhibition above about 34%;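 note: 0% = enzyme with vehicle and 100% = wells lacking enzyme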
RTF Ca sens act: increases calcium sensitivity of human cardiac regulated thin filaments. P19429+P45379. IANBD-labeled TnC RTF fluorescence at EC20 calcium; 0% EC20 calcium, 100% full calcium. activation, % at 7.2 µM. hit rate 0.24% among 340,000;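 active = activation above the mean over all tested compounds plus 3 SD, cut at about 30% in these data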;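 note: rise in fluorescence read as greater calcium sensitivity of cardiac thin filaments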
CAL PDZ FP-1: blocks peptide binding to the human CAL PDZ domain; AID 602252; Q9HD26; inhibition, % at 24.9 µM; hit rate 0.92% among 300,000; purified CAL PDZ, TMR-peptide fluorescence polarization, 1 h;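 active = mean inhibition of at least 30% with at least half of replicates also reaching 30%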;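 note: 0% = DMSO neutral control and 100% = excess unlabeled competitor peptide PRC23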
PKA-R2B act: activates the human PKA-R2B holoenzyme complex; PKA-R2B holoenzyme dissociation, Cy5-IP20 fluorescence polarization; R2B truncated from residue 108, S112A mutant; 0% DMSO only, 100% 113 µM cGMP; hit rate 0.079% among 340,000; activation, % at 11.4 µM; P22694+P31323;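 active = activation above a cutoff set at the mean over all compounds plus 3 SD, cut at about 18% in these data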;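 note: higher means more holoenzyme dissociation and a rise in polarization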
Target sequence (P31323 whole entry, looked up, other chains not shown, the tested form may be a part): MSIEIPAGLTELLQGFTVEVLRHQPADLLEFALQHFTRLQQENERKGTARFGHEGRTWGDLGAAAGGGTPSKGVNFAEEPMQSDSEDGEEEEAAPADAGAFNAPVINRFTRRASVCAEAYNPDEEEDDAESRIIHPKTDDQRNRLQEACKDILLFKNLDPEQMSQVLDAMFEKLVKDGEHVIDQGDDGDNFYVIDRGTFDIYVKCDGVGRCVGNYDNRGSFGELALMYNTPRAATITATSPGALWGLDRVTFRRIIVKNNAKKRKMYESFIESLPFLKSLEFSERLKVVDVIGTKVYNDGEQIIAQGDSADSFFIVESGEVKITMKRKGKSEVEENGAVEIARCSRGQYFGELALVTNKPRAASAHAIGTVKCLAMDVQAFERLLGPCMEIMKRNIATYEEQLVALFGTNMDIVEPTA
Keap1 Nrf2 FP: disrupts human Keap1 binding to Nrf2 peptide. Q14145. Keap1 Kelch-Nrf2 peptide fluorescence polarization, 1536-well. inhibition, % at 9.4 µM. hit rate 0.15% among 340,000; in the data active = inhibition above about 12%;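 note: human Keap1 Kelch domain with fluorescein labeled Nrf2 9mer peptide probe; 0% = neutral control wells and 100% = peptide positive control; higher means more block of Keap1 binding to Nrf2 peptide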
C-LANA FP: inhibitors of KSHV LANA C-terminal domain DNA binding; MBP-C-LANA/FAM-LBS DNA binding, fluorescence polarization; hit rate 0.078% among 340,000; inhibition, % at 9 µM; AID 504423;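 active = highest replicate inhibition at or above 60% at 9 µM, even if other replicates fall short; inactive = all replicates below 60% inhibition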;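 note: 0% = neutral control wells and 100% = 4 µM acridine orange control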
CAL PDZ FP-2: inhibitors of human CAL PDZ peptide binding; Q9HD26; purified CAL PDZ, TMR-peptide fluorescence polarization, 1 h; inhibition, % at 20 µM; hit rate 0.02% among 330,000; AID 504414;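 active = highest replicate inhibition of at least 40%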;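 note: plate controls were DMSO neutral control wells for no effect and unlabeled competitor peptide control wells for full effect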
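Control set: unlabelled peptide and DMSO controls / Material: purified CerCALP PDZ construct / Timing: 1 h incubation at room temperature before polarization reading / Doses: 20 µM, one dose / Detection: fluorescence polarization (mP)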
Cardiac RTF inh: cardiac RTF calcium desensitization. P19429+P45379. IANBD-labeled cardiac RTF, Ca2+ fluorescence. inhibition, % at 7.15 µM. hit rate 0.12% among 340,000. AID 493244;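 active = inhibition above the mean inhibition of all tested compounds plus 3 SD, cut at about 17% in these data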;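 note: assay run at fixed EC70 calcium of 1.6 mM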
* = called active by the depositor; nt = not tested or not shown.

SMILES	SR-BI DiI-HDL act	Rtt109 HAT inh	DAGLB inhibitor	RTF Ca sens act	CAL PDZ FP-1	PKA-R2B act	Keap1 Nrf2 FP	C-LANA FP	CAL PDZ FP-2	Cardiac RTF inh
CCOC(=O)c1c(S(=O)(=O)NCC(=O)Nc2ccccc2OC)c(C)n(C)c1C	-7	5	-2	1	0	-9	-1	-1.1	-1.0	-4
O=C(Nc1ccccc1Br)c1ccc(N2CCCC2=O)cc1	-34	4	-2	-1	0	-4	-2	1.7	-1.2	1
O=S(=O)(c1c(F)cccc1F)N1CCN(C(=S)NCc2ccc3c(c2)OCO3)CC1	4	3	0	6	-1	-12	-6	-0.2	-0.9	1
CCCC(C(=O)Nc1cccc(S(=O)(=O)N2CCCC2)c1)c1ccccc1 (stereo unspecified)	-29	2	-2	-8	-4	-7	4	-0.3	-1.3	-13
C=CCN1C(=O)C(O)(CC(=O)c2c(C)n[nH]c2C)c2cc(Br)ccc21 (stereo unspecified)	8	12	-2	-3	nt	3	1	0.1	0.8	-4
COc1ccc(CCNC(=O)c2c(-c3ccccc3)noc2C)cc1OC	1	-12	-1	-1	-2	-13	0	1.9	0.0	2
CCOc1ccccc1NC(=O)C1CCCN(c2c(CC)c(C)nc3ncnn23)C1 (stereo unspecified)	nt	-11	-3	-6	1	-8	1	0.2	-1.0	-5
Cc1ccc(S(=O)(=O)Nc2ccc(-c3ccc4nncn4n3)cc2)cc1	-2	2	2	-2	1	-6	-1	0.7	-2.7	-17
Cc1ccc(C)c(NC(=O)CN(C)C(=O)C2COc3ccccc3O2)c1 (stereo unspecified)	4	8	0	-1	-5	-6	4	-2.7	-1.9	-1
CC1CCC2(CC1)NC(=O)N(CC(=O)Nc1cccc(S(=O)(=O)N3CCOCC3)c1)C2=O (stereo unspecified)	nt	-10	-5	1	-2	-14	-2	0.2	-0.7	-2
C#CC(=O)N(c1ccc(OC)c(OC)c1)C(C(=O)NC1CCCC1)c1cccs1 (stereo unspecified)	-13	-9	-2	-9	-2	6	-16	-1.6	-2.7	-9
O=C(CCSCCc1ccccn1)Nc1ccc(Br)cc1F	nt	-7	-1	4	5	-12	-1	-2.2	-1.5	-10
Cc1ccc(C)c(Nc2ncccc2C(=O)NCc2cccs2)c1	-29	9	-2	-3	4	-6	-1	-0.9	-0.6	9
O=C(Nc1cccnc1)c1ccc(Oc2ccccc2)cc1	23	-4	-2	3	-4	4	-3	-0.6	-1.3	-2
CCc1cc(C(=O)N2CCCc3ccccc32)sc1C	-64	1	-13	8	nt	-2	1	0.8	0.0	-6
CC(=O)OCC(OC(C)=O)C(OC(C)=O)C(OC(C)=O)C(=O)Nc1ccc(C)cc1 (stereo unspecified)	-30	1	1	0	-2	-4	-4	2.9	0.2	-2
OCCN(Cc1ccccc1)Cc1ccccc1Cl	26	-1	-2	4	nt	6	3	2.1	-1.0	-2
COc1ccc(N(CC(=O)N2CCOCC2)S(=O)(=O)c2ccccc2)cc1Cl	9	-2	0	-1	-1	1	-3	-0.5	-1.0	-7
O=C(NCCN1CCOCC1)c1c(Cl)cccc1Cl	13	-8	1	8	-2	-7	-6	-2.2	0.7	-18
COC(=O)C1CC2=C(CCCC2=O)NC1=O (stereo unspecified)	17	-10	1	-5	6	-4	-2	1.0	-0.7	-8
Cc1ccc(-c2cc(C(=O)Nc3cccc(S(=O)(=O)N(C)C)c3)c3ccccc3n2)o1	nt	-11	1	0	nt	-4	-4	-2.4	-1.3	1
O=C(NC(=S)NCc1ccccc1)c1ccccc1F	-3	-2	-4	4	0	4	-1	1.0	-1.5	-3
O=C(N/N=C/c1ccc[nH]1)c1ccc(O)cc1	3	7	1	-5	3	15	-4	0.5	-2.6	-8
Cc1ccccc1OCCCC(=O)Nc1ccccc1C(F)(F)F	-16	-17	-14	-8	-7	-2	-3	-0.7	-0.7	-1
O=[N+]([O-])c1ccc(NN=Cc2cccc([N+](=O)[O-])c2)cc1	-17	-1	0	-3	0	0	4	0.7	0.4	5
COc1ccc2c3c([nH]c2c1)C(C)N(CCC(=O)NN)CC3 (stereo unspecified)	-19	1	-1	2	3	0	-2	-1.3	-1.5	-19
O=C(Nc1ccc(C(F)(F)F)cc1Cl)c1ccc(Cn2cc(Br)cn2)o1	17	2	-9	-8	-3	2	-13	1.7	-1.8	0
CCOC(=O)N1CCN(c2c(NCCc3ccc(OC)c(OC)c3)c(=O)c2=O)CC1	16	-9	-1	1	nt	-11	4	-0.3	-0.7	-12
CC(C)CN1C(=O)/C(=C/c2cccs2)NC1=S	2	12	0	2	1	-4	-2	0.1	-0.7	-9
CCOC(=O)/C=C1\CN(Cc2cc(OC)c(OC)c(OC)c2)S(=O)(=O)c2ccccc21	-16	-6	-3	-3	-3	5	-2	2.0	-0.6	-5
Cc1noc(C)c1COC(=O)CN(C)S(=O)(=O)c1ccc(Cl)cc1	12	-11	-1	-3	-5	4	5	-1.8	-4.1	-1
CC1CCN(CCNC(=S)Nc2ccc(Cl)cc2)CC1	16	-3	2	-4	-2	-2	-8	0.4	-0.2	3
COc1cc(OC)cc(C(=O)NC2CC3CCC(C2)N3Cc2ccco2)c1 (stereo unspecified)	12	3	2	-4	-4	9	-5	0.0	-1.0	-1
O=C(NC1CCC1)C1CCC(=O)N(Cc2cccc(F)c2)C1 (stereo unspecified)	19	27	1	-3	0	-5	2	-0.2	-0.5	11
CCOC(=O)c1c(C)[nH]c(C)c1-c1ccccc1OC	26	-9	0	-6	-5	-6	1	-1.6	0.8	-3
COc1cc(CN2CCN(Cc3ccc([N+](=O)[O-])cc3)CC2)c([N+](=O)[O-])cc1OC	9	-3	0	0	2	3	-2	-0.7	-1.7	-9
Cc1ccc(NC(=O)CCc2ccc(C)o2)c(C)c1	3	0	-4	7	13	-7	-4	-1.6	-2.6	-2
COCCNC(=O)c1onc(CSc2ccccc2)c1C(=O)NCCOC	-2	-3	-2	-8	1	1	4	-1.9	-0.4	6
CCCCNS(=O)(=O)c1ccc2nc(SCC(=O)Nc3ccccc3)[nH]c2c1	-4	4	-3	9	-4	1	-5	-1.3	-0.9	11
CCCCn1c(N)c(N(C)C(=O)c2cccc(-n3cnnn3)c2)c(=O)[nH]c1=O	25	3	-2	-6	2	-4	2	-1.7	0.3	-5

Some of these compounds in order of their number in DAGLB inhibitor, descending.
molecule	DAGLB inhibitor
O=[N+]([O-])c1ccc(NN=Cc2cccc([N+](=O)[O-])c2)cc1	0
COCCNC(=O)c1onc(CSc2ccccc2)c1C(=O)NCCOC	-2
Cc1ccc(NC(=O)CCc2ccc(C)o2)c(C)c1	-4

Whole records, quoted from the list:
Shown for COCCNC(=O)c1onc(CSc2ccccc2)c1C(=O)NCCOC : SR-BI DiI-HDL act = -2; Rtt109 HAT inh = -3; DAGLB inhibitor = -2; RTF Ca sens act = -8; CAL PDZ FP-1 = 1; PKA-R2B act = 1; Keap1 Nrf2 FP = 4; C-LANA FP = -1.9; CAL PDZ FP-2 = -0.4; Cardiac RTF inh = 6
Shown for CCCCn1c(N)c(N(C)C(=O)c2cccc(-n3cnnn3)c2)c(=O)[nH]c1=O : SR-BI DiI-HDL act = 25; Rtt109 HAT inh = 3; DAGLB inhibitor = -2; RTF Ca sens act = -6; CAL PDZ FP-1 = 2; PKA-R2B act = -4; Keap1 Nrf2 FP = 2; C-LANA FP = -1.7; CAL PDZ FP-2 = 0.3; Cardiac RTF inh = -5
Shown for O=C(NC(=S)NCc1ccccc1)c1ccccc1F : SR-BI DiI-HDL act = -3; Rtt109 HAT inh = -2; DAGLB inhibitor = -4; RTF Ca sens act = 4; CAL PDZ FP-1 = 0; PKA-R2B act = 4; Keap1 Nrf2 FP = -1; C-LANA FP = 1.0; CAL PDZ FP-2 = -1.5; Cardiac RTF inh = -3

Other compounds
SMILES	SR-BI DiI-HDL act	Rtt109 HAT inh	DAGLB inhibitor	RTF Ca sens act	CAL PDZ FP-1	PKA-R2B act	Keap1 Nrf2 FP	C-LANA FP	CAL PDZ FP-2	Cardiac RTF inh
O=C(O)c1cc2c(ccc3ccccc32)[nH]1	9	5	2	3	3	-7	2	0.1	-1.5	-3
CSCCCNC(=S)N1CCN(S(=O)(=O)c2cccc(C(F)(F)F)c2)CC1	-5	0	-5	7	-3	2	-3	-0.9	-2.2	-11
O=C(COC(=O)/C=C/c1ccc(C(F)(F)F)cc1)NC1CCCC1	9	2	-2	-5	1	-7	-3	0.0	-0.2	2
CC(C)(C)NC(=O)CN(Cc1cccs1)C(=O)CCC(=O)Nc1nccs1	18	18	1	1	0	5	-3	0.8	-1.8	6

Some values from the list.
Under DAGLB inhibitor, `O=C(COC(=O)/C=C/c1ccc(C(F)(F)F)cc1)NC1CCCC1` is entered as -2
Under Keap1 Nrf2 FP, `CSCCCNC(=S)N1CCN(S(=O)(=O)c2cccc(C(F)(F)F)c2)CC1` is entered as -3

Assay outcomes: PubChem BioAssay, several laboratories

Hits appear at their usual frequency; 1.6% or so of the library scored in one or more.
